# PLK1 kinase inh: human PLK1 kinase inhibitors, primary screen, biochemical, TR-FRET. Serine/threonine-protein kinase PLK1 (Homo sapiens), P53350. recombinant PLK1 kinase, TR-FRET peptide phosphorylation. inhibition, % at 10 µM. actives 0.53% (n = 97,000). AID 619, 2007;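 active means inhibition of 50% or more in the single-concentration screen; inactive means inhibition below 50%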;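 further: 0% = DMSO max control and 100% = H-89 dihydrochloride min control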
# PLAP act: PLAP enzyme activators, biochemical, luminescence, HTS; activation fold at 20 µM; actives 1.2% (n = 96,000); purified PLAP enzyme, luminescent substrate read-out; stronger effect = higher value; in the data active means activation fold above about 2
# HIV Rev-RRE inh: HIV-1 Rev-RRE binding inhibitors, primary screen, biochemical, FRET, protein-RNA interaction; P05866; Rev peptide-RRE RNA binding; inhibition, % at 8 µM; actives 0.79% (n = 97,000); AID 704, 2007;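 active means inhibition above the screen-wide mean plus 3 SD, cut at about 35% in these data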;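 further: 0% = median DMSO wells and 100% = median Neomycin B control wells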
# Target sequence (P05866 whole entry, looked up): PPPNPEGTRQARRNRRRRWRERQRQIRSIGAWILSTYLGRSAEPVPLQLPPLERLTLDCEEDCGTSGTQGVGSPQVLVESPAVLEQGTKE
#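 Material: labelled RRE RNA duplex and labelled Rev peptide / Buffer or medium: HEPES pH 7.5 salt buffer with EDTA / Compound dosing: single point, 8 µM final nominal compound concentration / Benchmarks: DMSO low control, neomycin B high control / Timing: 5 min preincubation and 15 min binding, 25 °C / Technique: FRET fluorescence readout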
# EphB4 ephrin blk: EphB4-ephrin-B2 interaction antagonists, primary screen, biochemical, TNYL-RAW peptide probe, fluorescence polarization | actives 0.15% (n = 97,000) | EphB4 LBD / TNYL-RAW-Alexa532 peptide | inhibition, % at 7 µM;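 active means inhibition above the screen-wide mean inhibition plus 3 SD, cut at about 15% in these data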;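 further: 0% = DMSO wells and 100% = excess unlabeled TNYL-RAW peptide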
# CYP2C19 activ: human CYP2C19 activators, primary screen, biochemical, luminescence | recombinant CYP2C19, luciferin-H EGE luminescence; stronger effect = higher value; 0 = fully inhibited enzyme, 1 = untreated enzyme | 96,000 tested, under 10 active | Cytochrome P450 2C19 (Homo sapiens), P33261 | activation factor at 5 µM;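 active means activation factor of at least 2 at 5 µM in the primary screen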;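 further: 0 = wells with 2.5 mM tranylcypromine and 1 = vehicle-only wells; values of inactives mirror those of a sister screen read the other way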
# Target sequence (P33261 whole entry, looked up): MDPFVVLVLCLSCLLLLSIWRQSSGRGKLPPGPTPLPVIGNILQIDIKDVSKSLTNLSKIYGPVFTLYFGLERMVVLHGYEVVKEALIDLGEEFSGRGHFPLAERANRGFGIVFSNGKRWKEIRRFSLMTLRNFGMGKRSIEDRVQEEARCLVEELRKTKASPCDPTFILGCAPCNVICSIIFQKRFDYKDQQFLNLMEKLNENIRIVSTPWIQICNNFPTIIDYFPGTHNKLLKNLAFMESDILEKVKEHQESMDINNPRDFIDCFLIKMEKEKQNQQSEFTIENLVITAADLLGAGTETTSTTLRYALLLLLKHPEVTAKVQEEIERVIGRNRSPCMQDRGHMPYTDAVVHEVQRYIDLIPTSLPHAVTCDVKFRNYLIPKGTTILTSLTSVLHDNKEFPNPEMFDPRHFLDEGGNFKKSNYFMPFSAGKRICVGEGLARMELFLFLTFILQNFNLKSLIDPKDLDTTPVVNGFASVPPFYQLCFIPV
# PLK1 PBD inh: Plk1 polo box domain binding inhibitors, primary screen, biochemical, fluorescence polarization. Serine/threonine-protein kinase PLK1 (Homo sapiens), P53350. Plk1 PBD phosphopeptide binding. inhibition, %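 (tested at about 20 µM)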. actives 0.13% (n = 97,000). AID 693, 2007; in the data active means inhibition above about 34%, passing the limit was not always enough
# CYP2C19 inhib: blockers of cytochrome P450 2C19 activity – biochemical, luminescence, ADME assay, primary screen; P33261; CYP2C19 Supersomes, luciferin-H EGE luminescence, 30 min; inhibition, % at 5 µM; actives 21% (n = 96,000); AID 778, 2007;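 active means CYP2C19 inhibition above a set limit at 5 µM in the primary screen, cut at about 50% in these data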;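 further: plate controls were negative control wells for no effect and 2.5 mM tranylcypromine positive control for full effect; values of inactives mirror those of a sister screen read the other way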
# CYP2C9 act: human CYP2C9 activators, primary screen, biochemical, luminescence | AID 1024, 2008 | recombinant CYP2C9, luciferin-H conversion; stronger effect = higher value; factor 1 = untreated enzyme, 0 = blocked | Cytochrome P450 2C9 (Homo sapiens), P11712 | activation factor at 5 µM | actives 1.4% (n = 96,000);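 active means activation factor of 2 or more for CYP2C9 at a 5 µM dose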;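 further: 0 = sulfaphenazole-blocked wells and 1 = vehicle-only wells; values of inactives mirror those of a sister screen read the other way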
# Target sequence (P11712 whole entry, looked up): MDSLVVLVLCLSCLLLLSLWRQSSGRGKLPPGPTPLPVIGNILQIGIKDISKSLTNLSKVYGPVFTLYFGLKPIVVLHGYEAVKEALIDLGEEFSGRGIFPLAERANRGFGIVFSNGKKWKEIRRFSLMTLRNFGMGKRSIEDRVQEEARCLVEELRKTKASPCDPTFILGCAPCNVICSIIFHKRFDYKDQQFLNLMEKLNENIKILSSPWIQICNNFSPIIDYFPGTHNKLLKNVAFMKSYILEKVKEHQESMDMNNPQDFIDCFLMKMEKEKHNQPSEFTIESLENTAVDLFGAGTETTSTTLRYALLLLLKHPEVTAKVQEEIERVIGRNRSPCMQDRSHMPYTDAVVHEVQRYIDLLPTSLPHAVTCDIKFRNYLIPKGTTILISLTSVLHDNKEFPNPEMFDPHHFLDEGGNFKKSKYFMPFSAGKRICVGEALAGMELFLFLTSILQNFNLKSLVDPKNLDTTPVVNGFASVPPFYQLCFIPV
# CYP2C9 inhib: blockers of cytochrome P450 2C9 activity – biochemical, luminescence, ADME assay, primary screen; P11712; CYP2C9 Supersomes, luciferin-H conversion; inhibition, % at 5 µM; actives 20% (n = 96,000); AID 777, 2007;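 active means blocking of liver enzyme CYP2C9 beyond about 50% at 5 µM, limit read from the data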; further: values of inactives mirror those of a sister screen read the other way
# The depositor's hits bear a star; . = no result given.
Compound	CYP2C9 act	CYP2C19 inhib	PLK1 PBD inh	HIV Rev-RRE inh	PLAP act	CYP2C9 inhib	EphB4 ephrin blk	PLK1 kinase inh	CYP2C19 activ
O=S(=O)(NC1CC1)c1ccc(S(=O)(=O)N2CCCC3(CCCCC3)C2)cc1	0.5	26	12	10	0.8	49	6	-6	0.7
CCN(CCCNC(=O)C1CCN(S(=O)(=O)c2cnc[nH]2)CC1)c1cccc(C)c1	0.1	78*	-6	4	1.8	88*	0	9	0.2
CCn1c(SCC(=O)N2CCN(c3ccc(Cl)cc3)CC2)nc2ccccc2c1=O	0.5	24	13	4	0.8	47	-1	3	0.8
COc1ccccc1-n1cnc(N)c1C(=O)c1ccccc1	1.4	36	26	-2	1	-42	2	-10	0.6
COc1ccccc1Oc1ccc(S(=O)(=O)N2CCCC2)cc1	0.2	56*	2	9	0.9	78*	-2	-3	0.4
CCOC(=O)c1[nH]c(C)c(C(=O)N(CC)CC)c1C	1.2	10	11	7	0.9	-19	3	-7	0.9
O=C1C2C3CCCC3=C3CCCC3C2C(=O)N1c1ccc(F)cc1 (stereo unspecified)	0.9	2	-12	3	0.9	6	0	5	1
O=C(Cn1nnc(-c2ccc(CN3CCOCC3)cc2)n1)Nc1nc(-c2ccccc2)cs1	0.8	30	8	6	1.1	23	-4	-6	0.7
O=C(O)c1cc2nc3c(c(C(F)(F)F)n2n1)CCc1ccccc1-3	1.2	-18	-29	4	1	-16	-1	3	1.2
CCOc1ccc(-c2nnc3sc(COc4ccccc4)nn23)cc1	1.1	17	1	3	0.9	-10	5	-4	0.8
Cc1nc(SCC(=O)Nc2ccc(C)c(F)c2)c2oc3ccccc3c2n1	0.1	79*	-14	0	0.9	93*	-5	-3	0.2
Cc1ccc(C)c2[nH]c(=O)c(CCNC(=O)c3cc4ccccc4o3)cc12	0.5	46	.	.	1.4	52*	.	.	0.5
CN(C)S(=O)(=O)c1ccc(C(=O)NCCSc2ccccc2)cc1	0.9	8	4	0	1.2	10	-4	-11	0.9
CC(C)C(C(=O)Nc1ccc2c(c1)OCO2)N1C(=O)c2ccccc2C1=O (stereo unspecified)	0.5	49	-6	3	1.1	52*	-2	-11	0.5
O=C1N/C(=C\c2ccc(N3CCOCC3)c(F)c2)C(=O)N1Cc1ccccc1	1	-2	-5	-1	0.9	-4	-1	-10	1
CCOC(=O)c1sc2ncnc(N3CCN(C(=O)OCC)CC3)c2c1C	0.2	37	.	.	1.5	76*	.	.	0.6
O=C(O)CCN1C(=O)c2ccc(Oc3ccc4c(c3)C(=O)N(CCC(=O)O)C4=O)cc2C1=O	1.1	3	-3	3	0.9	-11	-2	-10	1
O=S(=O)(NCCSc1ccc(Cl)cc1)c1ccc(F)cc1	0.4	37	-2	13	1.1	57*	-1	-15	0.6
NCCc1nnc(SCc2ccc(F)cc2)o1	0.3	90*	23	7	0.8	75*	-9	-11	0.1
CCOC(=O)c1[nH]c2ccc(Br)cc2c1NC(=O)CCN1CCN(C(=O)OCC)CC1	0.2	48	14	6	1.5	76*	0	-10	0.5
CCC1C(=O)Nc2nc(-c3ccccc3)c(-c3ccccc3)n2N=C1C (stereo unspecified)	0.8	-3	5	10	1.8	20	-4	-8	1
C=CCNc1nc(-c2ccccn2)nnc1-c1ccccc1	0.8	0	-48	3	1	23	1	13	1
O=C(CN(Cc1ccccc1)S(=O)(=O)c1ccccc1)N/N=C/c1ccc2c(c1)OCO2	0.3	53*	5	8	1.3	74*	-9	-7	0.5
N#Cc1c(N)nc(-c2ccccc2)nc1-c1ccccc1	0.9	29	.	.	0.8	14	.	.	0.7
COc1ccc(-c2nc(SCc3ccccc3)n(S(C)(=O)=O)n2)cc1	0.9	4	5	7	0.9	11	0	-8	1
Cn1c(=O)oc2cc(S(=O)(=O)N3CCN(C(=O)c4ccco4)CC3)ccc21	.	.	-9	41*	.	.	-2	-4	.
O=C(CN(C1CCCCC1)S(=O)(=O)c1ccc(Cl)cc1)NCCCO	0.7	60*	.	.	1.6	31	.	.	0.4
CCCc1[nH]c(=O)c(C#N)c2c1CCCC2	0.9	-1	-15	0	0.9	14	3	-8	1
CCOC(=O)c1c(C)[nH]c(C)c1C(=O)CSc1nnnn1-c1ccccc1	0.1	99*	4	7	0.9	88*	-6	-5	0
CCCCN(CC)CCNC(=O)c1[nH]c(C)c(C(C)=O)c1C	1.1	-8	-15	10	1	-15	5	-2	1.1

# Carrying on:
Compound	CYP2C9 act	CYP2C19 inhib	PLK1 PBD inh	HIV Rev-RRE inh	PLAP act	CYP2C9 inhib	EphB4 ephrin blk	PLK1 kinase inh	CYP2C19 activ
O=C(NCCc1ccc(Cl)cc1)C1CCC(=O)N1Cc1ccc(F)cc1 (stereo unspecified)	0.3	73*	-25	5	1.7	66*	-2	-15	0.3
O=[N+]([O-])c1cccc(/C=C/c2nc(C=Nc3ccc4ccccc4c3)c(O)o2)c1	1	0	-8	49*	0.7	4	-3	-17	1
Cc1ccc(NC(=O)c2ccc(Cn3cc(Br)cn3)o2)cc1	.	.	-5	4	.	.	-7	-3	.
OCCn1c(CSc2nc3ccccc3n2CCO)nc2ccccc21	0.8	20	2	0	1	19	1	-7	0.8
Cc1noc(NS(=O)(=O)c2ccc(NC(=O)COc3ccc(Cl)cc3Cl)cc2)c1C	0.3	-10	-9	-3	1.2	71*	1	-7	1.1
O=C(NC1CCCCC1)C(c1ccc(F)cc1)N(Cc1ccco1)C(=O)Cn1nnc2ccccc21 (stereo unspecified)	0.7	15	13	-4	0.9	26	-11	-16	0.9
O=C(Oc1ccc2ccccc2c1Cl)N1CCCC1	0.7	75*	-13	6	1	31	-5	-4	0.2
COC(=O)c1cnn2c3c(c(C)nc12)CCCC3	1.1	-10	3	8	1.1	-12	6	0	1.1
C=CCn1c(N)c(C(=O)N2CCOCC2)sc1=S	0.3	46	-19	10	1	70*	0	-6	0.5
Cc1cccc2cc(C#N)c(SCC(=O)Nc3ccccc3N3CCOCC3)nc12	.	.	-9	10	.	.	-6	-10	.
CC(=O)N(Cc1cccnc1)Cc1cc2ccc(C)cc2[nH]c1=O	1	-2	36	9	0.8	-2	4	-11	1
CCOC(=O)c1cc(C)n(-c2c(C)n(C)n(-c3ccccc3)c2=O)c1C	1.2	-7	.	.	1.2	-16	.	.	1.1
Cc1ccc(Cn2c(N3CCCCCC3)nc3c2c(=O)[nH]c(=O)n3C)cc1	1	3	4	-4	1	0	-6	1	1
CNC(=O)c1cc2c(=O)n3cc(C)ccc3nc2n(C(C)C)c1=N	1	-3	-11	2	1.1	-1	-7	-1	1
COCCN(CCOC)C(=O)c1c[nH]c2ccc(S(=O)(=O)N(C)c3ccc(F)cc3)cc2c1=O	0.8	-6	3	-1	1.4	18	4	-3	1.1
O=C(CNC(=O)c1ccco1)OC(C(=O)c1ccccc1)c1ccccc1 (stereo unspecified)	0.9	14	0	-1	0.8	7	2	-10	0.9
Cc1cc(=O)c2cc(Br)ccc2[nH]1	0.5	23	-29	3	0.9	52*	-2	-23	0.8
CCOc1ccc(C(=O)Nc2ccccc2-c2ccccc2)cc1Cl	1	1	-6	9	0.9	5	-6	-11	1
CCOC(=O)N1CCN(S(=O)(=O)c2c(C)[nH]c(=O)[nH]c2=O)CC1	1.4	20	.	.	0.9	-39	.	.	0.8
NC(=O)c1ccc(Br)c(S(=O)(=O)N2CCCCC2)c1	1.1	8	-16	-2	0.7	-12	7	-8	0.9
CCOCCCn1cnc2c(c1=O)c1nc3ccccc3nc1n2-c1ccc(C)cc1	0.8	12	10	-3	1.1	21	2	-6	0.9
CN(C)S(=O)(=O)c1ccc(C(=O)NCc2ccccc2)cc1	1	8	8	5	0.9	2	-2	-7	0.9
O=C(CCC(=O)c1ccc(F)cc1)Nc1cc(Cl)cc(Cl)c1	0.5	52*	-1	6	1.1	46	3	-5	0.5
CCn1c(SCC(=O)O)nnc1C1CCCCC1	0.9	5	9	8	1	9	1	-16	0.9
O=C(CN1CCCc2ccccc21)NCc1ccc2c(c1)OCO2	0.7	99*	.	.	1.3	30	.	.	0
COc1cc(-c2csc(C)n2)ccc1O	1.1	6	19	4	0.9	-13	1	-13	0.9
CC(C)NC(=O)Cn1c(SCC(=O)N2CCCc3ccccc32)nc2ccccc21	0.2	58*	-20	6	1	85*	5	-11	0.4
C=CCN(CC=C)c1nc2ccccc2nc1C(C#N)C(=O)OCCOC (stereo unspecified)	0.7	9	-24	16	1.1	29	-2	-6	0.9
CC(=O)c1cccc(NC(=O)CN(c2ccc(C)cc2)S(=O)(=O)c2cccc3nonc23)c1	0.3	46	-7	16	1.2	72*	5	-1	0.5
CCc1cc2c(=O)[nH]c(Cc3ccccc3)nc2s1	0.6	28	2	-1	0.8	44	-3	-1	0.7

# Remaining list, next part.
Compound	CYP2C9 act	CYP2C19 inhib	PLK1 PBD inh	HIV Rev-RRE inh	PLAP act	CYP2C9 inhib	EphB4 ephrin blk	PLK1 kinase inh	CYP2C19 activ
O=C(O)CCc1ccc(-c2ccc(F)cc2)n1Cc1ccco1	0.9	57*	-8	9	1.1	9	2	-8	0.4
Nc1c(S(=O)(=O)c2ccccc2)c2nc3ccccc3nc2n1Cc1ccco1	0.6	18	-20	43*	0.9	36	-6	-2	0.8
CCOc1ccccc1-n1nnnc1SCc1nc2ccccc2s1	1.1	48	7	14	0.9	-6	-4	-7	0.5
N#C/C(=C(/O)CSc1nnc(Cc2cccs2)n1C1CCCCC1)c1nc2ccccc2[nH]1	0.6	61*	.	.	2.7*	37	.	.	0.4
COc1cccc(CC(NC(C)=O)C(=O)NC2CCN(c3nc(C)cc(C)c3C#N)CC2)c1 (stereo unspecified)	0.7	67*	-15	2	1.5	28	-5	-8	0.3
Cc1c(C(=O)N2CCCc3ccccc32)oc2ccc(S(=O)(=O)N3CCOCC3)cc12	0.1	96*	-2	2	1.3	85*	-7	-5	0
COC(=O)CSc1nnnn1-c1cccc2ccccc12	3.2*	31	-18	-1	1.1	-221	-1	-12	0.7
COc1ccccc1C(=O)Oc1ccc(N2C(=O)CCC2=O)cc1	2.1*	-8	-11	1	1	-113	-1	-16	1.1
Cc1ccc(NC2=NC(c3ccccc3)n3c(nc(C)cc3=O)N2)c(C)c1 (stereo unspecified)	0.6	83*	-9	9	0.9	36	4	-14	0.2
COC(=O)c1ccc(C)c(NS(=O)(=O)c2ccc3c(c2)OCCO3)c1	0.4	91*	10	2	1.4	62*	0	-5	0.1
Cc1ccc(NC(=O)CCNS(=O)(=O)c2ccc3c(c2)oc(=O)n3C)cc1C	1.2	8	.	.	0.9	-22	.	.	0.9
Cc1ccc2c(c1)cc(CN(Cc1cccs1)C(=O)c1ccco1)c1nnnn12	0.8	5	0	2	1.4	18	1	-13	0.9
COc1ccc(CN2C(=O)CCC2(C)C(=O)NCc2cccnc2)c(OC)c1 (stereo unspecified)	1	-6	13	5	1	3	-13	-8	1.1

# Compound activity: PubChem, several laboratories

# An unsorted share of the library (roughly 29% active in at least one column).
